HKDC1 inh – blocks human hexokinase HKDC1 activity | Q2TB90 | recombinant HKDC1, G6PDH/diaphorase resazurin coupled fluorescence | inhibition, % at 20 µM | 0.16% of 340,000 active | AID 493160;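 active = inhibition above about 35% when tested at 20 µM, limit read from the data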;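 note: plate controls were DMSO wells with enzyme for no effect and DMSO wells lacking enzyme for full effect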
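Assay system: in-house recombinant HK5 (HKDC1) enzyme. Input: HKDC1 at 5 µg/mL. Medium: Tris pH 8.0 buffer with MgCl2, Tween-20, BSA, BME. Dosing: single 20 µM dose. Schedule: 90 min reaction incubation at room temperature, dark. Signal: resazurin-to-resorufin fluorescence via G6PDH and diaphorase coupling, 525/613 nm. Controls: DMSO-enzyme wells negative, buffer-substituted wells positive.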
SENP1 inh – inhibitors of human SENP1 SUMO protease catalytic domain. recombinant SENP1 catalytic domain, CyPet-SUMO1-YPet FRET cleavage. inhibition, % at 10 µM. 0.21% of 360,000 active. AID 624204;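 active = inhibition at least 30% at 10 µM, raw YFP signal under a set limit, fluorescence ratio 0.5 to 1.5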;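 note: 0% = enzyme with DMSO and 100% = no enzyme wells; some results filed as inactive read as strong as hits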
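Test system: hSENP1 catalytic domain, recombinant; Amount: 20 pM final SENP1 enzyme; Medium: Tris pH 8 buffer plus EDTA, NaCl, BME, BSA, NP40, catalase; Schedule: 50 min enzyme reaction, room temperature, light-protected; Technique: FRET fluorescence in CFP and YFP emission channels; Controls: no-enzyme wells low, DMSO-plus-enzyme wells high control.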
MIN6 prolif – induces beta-cell replication in MIN6 cells; MIN6 cells proliferation, ATPlite luminescence, 48 h; cells starved in 0.2% serum; 100% = growth in 10% serum; proliferation, % at 10 µM; 0.29% of 330,000 active; AID 2380;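 active = compounds whose signal lies at least 3.5 SD above the mean of all wells on their plate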;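 note: 0% = DMSO-treated cells in low-serum medium and 100% = 10% serum control; some compounds called inactive have numbers as strong as hits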
SENP7 inh – SENP7 protease inhibition; Q9BQF6; recombinant SENP7, Z-RLRGG-aminoluciferin luminescence, 40 min; inhibition, % at 5 µM; 1.5% of 330,000 active; AID 434973;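 active = inhibition above about 50% at the single test dose, limit read from the data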;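 note: plate controls were DMSO with enzyme for no effect and no enzyme buffer wells for full effect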
Target sequence (Q9BQF6 706-1050 limits assumed): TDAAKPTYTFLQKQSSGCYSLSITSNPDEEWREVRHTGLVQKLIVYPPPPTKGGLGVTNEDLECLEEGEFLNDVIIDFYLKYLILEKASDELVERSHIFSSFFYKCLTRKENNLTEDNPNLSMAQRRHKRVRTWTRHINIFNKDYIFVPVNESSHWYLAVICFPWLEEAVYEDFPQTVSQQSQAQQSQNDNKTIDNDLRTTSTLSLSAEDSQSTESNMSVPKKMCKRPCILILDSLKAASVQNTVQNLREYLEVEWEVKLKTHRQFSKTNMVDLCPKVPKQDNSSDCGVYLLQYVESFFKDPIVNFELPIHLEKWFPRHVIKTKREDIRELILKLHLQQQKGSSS
PfG6PD inh – PfG6PD (Plasmodium falciparum) enzyme inhibition | PfGluPho enzyme, NADPH resazurin-diaphorase fluorescence | inhibition, % at 20 µM | 0.78% of 350,000 active | AID 504690;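 active = inhibition reaching at least a set limit at 20 µM in the primary screen, cut at about 59% in these data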;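 note: 0% = DMSO wells with substrate and 100% = DMSO wells lacking glucose-6-phosphate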
UBC13 inh – inhibitors of human UBC13 polyubiquitin chain formation; TR-FRET; inhibition, % at 20 µM; P61088; 0.47% of 330,000 active; in the data active = inhibition above about 45%, passing the limit was not always enough
SENP6 block – SENP6 protease inhibition; Recombinant SENP6 catalytic domain, aminoluciferin luminescence; inhibition, % at 10 µM; 1.8% of 330,000 active; AID 2599;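 active = inhibition above about 50% at the single tested dose, limit read from the data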;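 note: plate controls were DMSO wells with enzyme for no effect and DMSO wells lacking enzyme for full effect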
Target sequence (Q9GZR1 628-1112 limits assumed): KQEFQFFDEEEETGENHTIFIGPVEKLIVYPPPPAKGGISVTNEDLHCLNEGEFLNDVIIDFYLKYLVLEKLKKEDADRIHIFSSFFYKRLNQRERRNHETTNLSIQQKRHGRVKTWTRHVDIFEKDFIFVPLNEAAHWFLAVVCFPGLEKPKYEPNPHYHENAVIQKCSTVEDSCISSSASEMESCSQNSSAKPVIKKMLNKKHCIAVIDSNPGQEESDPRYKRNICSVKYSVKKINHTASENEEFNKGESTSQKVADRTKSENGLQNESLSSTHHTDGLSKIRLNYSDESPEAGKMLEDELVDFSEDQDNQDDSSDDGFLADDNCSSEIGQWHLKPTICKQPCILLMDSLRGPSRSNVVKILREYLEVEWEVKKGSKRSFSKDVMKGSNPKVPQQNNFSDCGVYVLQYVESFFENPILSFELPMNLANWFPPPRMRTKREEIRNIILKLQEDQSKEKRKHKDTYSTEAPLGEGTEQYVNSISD
SENP8 block-1 – SENP8 protease inhibition | Q96LD8 | purified SENP8, Z-RLRGG-aminoluciferin cleavage, luminescence | inhibition, % at 10 µM | 1.2% of 330,000 active | AID 2540; in the data active = inhibition above about 50%
Target sequence (Q96LD8 whole entry, looked up): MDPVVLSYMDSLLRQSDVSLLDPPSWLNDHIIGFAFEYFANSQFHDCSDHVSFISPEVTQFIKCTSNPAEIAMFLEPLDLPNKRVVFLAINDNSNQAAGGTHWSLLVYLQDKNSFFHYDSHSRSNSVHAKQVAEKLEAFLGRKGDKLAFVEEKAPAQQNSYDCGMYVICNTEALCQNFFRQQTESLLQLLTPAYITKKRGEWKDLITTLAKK
SENP8 block-2 – blocks human SENP8 cleavage of Nedd8 substrate. AID 602440. 0.64% of 360,000 active. recombinant SENP8, Nedd8 substrate fluorescence. inhibition, % at 20 µM; in the data active = inhibition mostly above about 40%, no sharp cut-off; inactive = mostly below about 27%
* hit, by the source's call.

`Cc1nc2sc(C(c3ccco3)N3CCC(C)CC3)c(O)n2n1` (stereo not drawn) gave HKDC1 inh -6, SENP1 inh -2, MIN6 prolif 0, SENP7 inh -11, PfG6PD inh 25, UBC13 inh -3, SENP6 block -18, SENP8 block-1 2 and SENP8 block-2 5.
O=C(NC1CCCCC1)c1cc(-c2ccco2)on1 was read as HKDC1 inh -4, SENP1 inh -1, MIN6 prolif -3, SENP7 inh 1, PfG6PD inh -1, UBC13 inh 20, SENP6 block -15, SENP8 block-1 -9 and SENP8 block-2 -2.
`O=C(CCc1nnc(CCCCc2ccccc2)o1)NCCN1CCOC1=O` gave HKDC1 inh -22, SENP1 inh 0, MIN6 prolif 1, SENP7 inh -5, PfG6PD inh -18, UBC13 inh -3, SENP6 block -7, SENP8 block-1 -11 and SENP8 block-2 15.
For CCCCNC(=O)CCC(=O)Nc1ccc2nc(N3CCOCC3)cc(C)c2c1 the results were HKDC1 inh 1, SENP1 inh -1, MIN6 prolif -4, SENP7 inh -15, PfG6PD inh 8, UBC13 inh 0, SENP6 block -22, SENP8 block-1 -8 and SENP8 block-2 -290.
Screening CCOC(=O)c1oc2ccccc2c1CN1CC(C)OC(C)C1 (stereo not drawn) returned HKDC1 inh -7, SENP1 inh -1, MIN6 prolif -1, SENP7 inh -3, PfG6PD inh 13, UBC13 inh -4, SENP6 block -7, SENP8 block-1 -12 and SENP8 block-2 4.
For COc1ccc(C(=O)NCCSc2ccccn2)cc1 the results were HKDC1 inh -4, SENP1 inh 2, MIN6 prolif -2, SENP7 inh -1, PfG6PD inh -4, UBC13 inh 6, SENP6 block 8, SENP8 block-1 -15 and SENP8 block-2 11.
Cc1ccc(C(=O)N2CCCCCC2)cc1S(=O)(=O)N1CCOCC1 was read as HKDC1 inh 1, SENP1 inh 1, MIN6 prolif 3, SENP7 inh 9, PfG6PD inh 7, UBC13 inh -4, SENP6 block -17, SENP8 block-1 -1 and SENP8 block-2 1.
O=C(O)CCc1ccc(-c2ccccc2)n1CC(=O)Nc1cccc(C(F)(F)F)c1 was read as HKDC1 inh -1, SENP1 inh -9, MIN6 prolif -2, SENP7 inh -7, PfG6PD inh -9, UBC13 inh -3, SENP6 block -2, SENP8 block-1 0 and SENP8 block-2 -198.
`CCOC(=O)CC1=C(C(=O)OCC)C(c2cc(OC)c(OC)cc2OC)C(C#N)=C(N)O1` (stereo not drawn) gave HKDC1 inh 12, SENP1 inh -80, MIN6 prolif 1, SENP7 inh 0, PfG6PD inh 5, UBC13 inh -8, SENP6 block -1, SENP8 block-1 2 and SENP8 block-2 -9.
Screening COC(=O)CNC(=O)CNC(=O)Nc1ccccc1Cl returned HKDC1 inh -5, SENP1 inh 1, MIN6 prolif -3, SENP7 inh -4, PfG6PD inh 0, UBC13 inh -8, SENP6 block -3, SENP8 block-1 -8 and SENP8 block-2 10.
`Cc1ccccc1-c1nc(CS(=O)(=O)CC(=O)N2CCCCC2)c(C)o1` gave HKDC1 inh -5, SENP1 inh 0, MIN6 prolif -4, SENP7 inh -4, PfG6PD inh 3, UBC13 inh -13, SENP6 block 18, SENP8 block-1 9 and SENP8 block-2 5.
Cn1c(=O)n(Cc2ccccc2Cl)c2ccccc21 was read as HKDC1 inh -7, SENP1 inh 1, MIN6 prolif 2, SENP7 inh -2, PfG6PD inh -14, UBC13 inh 5, SENP6 block 5, SENP8 block-1 1 and SENP8 block-2 3.

6 compounds picked at random from the list so far:
For CCCCNC(=O)CCC(=O)Nc1ccc2nc(N3CCOCC3)cc(C)c2c1 the results were HKDC1 inh 1, SENP1 inh -1, MIN6 prolif -4, SENP7 inh -15, PfG6PD inh 8, UBC13 inh 0, SENP6 block -22, SENP8 block-1 -8 and SENP8 block-2 -290.
Cn1c(=O)n(Cc2ccccc2Cl)c2ccccc21 was read as HKDC1 inh -7, SENP1 inh 1, MIN6 prolif 2, SENP7 inh -2, PfG6PD inh -14, UBC13 inh 5, SENP6 block 5, SENP8 block-1 1 and SENP8 block-2 3.
Screening COC(=O)CNC(=O)CNC(=O)Nc1ccccc1Cl returned HKDC1 inh -5, SENP1 inh 1, MIN6 prolif -3, SENP7 inh -4, PfG6PD inh 0, UBC13 inh -8, SENP6 block -3, SENP8 block-1 -8 and SENP8 block-2 10.
Cc1ccc(C(=O)N2CCCCCC2)cc1S(=O)(=O)N1CCOCC1 was read as HKDC1 inh 1, SENP1 inh 1, MIN6 prolif 3, SENP7 inh 9, PfG6PD inh 7, UBC13 inh -4, SENP6 block -17, SENP8 block-1 -1 and SENP8 block-2 1.
`Cc1ccccc1-c1nc(CS(=O)(=O)CC(=O)N2CCCCC2)c(C)o1` gave HKDC1 inh -5, SENP1 inh 0, MIN6 prolif -4, SENP7 inh -4, PfG6PD inh 3, UBC13 inh -13, SENP6 block 18, SENP8 block-1 9 and SENP8 block-2 5.
`CCOC(=O)CC1=C(C(=O)OCC)C(c2cc(OC)c(OC)cc2OC)C(C#N)=C(N)O1` (stereo not drawn) gave HKDC1 inh 12, SENP1 inh -80, MIN6 prolif 1, SENP7 inh 0, PfG6PD inh 5, UBC13 inh -8, SENP6 block -1, SENP8 block-1 2 and SENP8 block-2 -9.

Remaining list, next part:
`CNC(=O)CSc1nnc(-c2ccco2)n1-c1cc(C)ccc1C` gave HKDC1 inh -7, SENP1 inh 0, MIN6 prolif -4, SENP7 inh -4, PfG6PD inh 9, UBC13 inh 6, SENP6 block 16, SENP8 block-1 -3 and SENP8 block-2 8.
Screening N/C(CCCN1CCCCC1)=N/O returned HKDC1 inh -5, SENP1 inh -1, MIN6 prolif -1, SENP7 inh -7, PfG6PD inh 9, UBC13 inh -9, SENP6 block -9, SENP8 block-1 -8 and SENP8 block-2 12.
`NC(=O)C1CCCN(C(=O)c2ccc(S(=O)(=O)N3CCCCCC3)cc2)C1` (stereo not drawn) gave HKDC1 inh -5, SENP1 inh 1, MIN6 prolif 1, SENP7 inh -9, PfG6PD inh 12, UBC13 inh -17, SENP6 block -9, SENP8 block-1 -5 and SENP8 block-2 8.
CC(C)NC(=O)COC(=O)c1cc(=O)[nH]c2ccccc12 was read as HKDC1 inh -9, SENP1 inh 4, MIN6 prolif 2, SENP7 inh 1, PfG6PD inh -5, UBC13 inh 2, SENP6 block 1, SENP8 block-1 1 and SENP8 block-2 -195.
Screening N#Cc1ccc(-c2cn(-c3ccccc3)c3[n+]2CCCS3)cc1 returned HKDC1 inh 9, SENP1 inh 3, MIN6 prolif -2, SENP7 inh -11, PfG6PD inh -14, UBC13 inh -6, SENP6 block 0, SENP8 block-1 2 and SENP8 block-2 -11.
Nc1c(C(=O)N/N=C/c2ccc(OCc3ccccc3)cc2)cnn1-c1ccccc1 was read as HKDC1 inh 0, SENP1 inh 0, MIN6 prolif -1, SENP7 inh -3, PfG6PD inh -5, UBC13 inh -9, SENP6 block -10, SENP8 block-1 8 and SENP8 block-2 5.
`CC(OC(=O)C1CCCC1)C(=O)Nc1ncc(Cl)cc1Cl` (stereo not drawn) gave HKDC1 inh -4, SENP1 inh 1, MIN6 prolif 3, SENP7 inh -4, PfG6PD inh -1, UBC13 inh 9, SENP6 block -5, SENP8 block-1 7 and SENP8 block-2 -24.
For CCn1ncc(/C=C2/SC(=S)NC2=O)c1C the results were HKDC1 inh -1, SENP1 inh -7, MIN6 prolif 0, SENP7 inh 2, PfG6PD inh -2, UBC13 inh -4, SENP6 block 12, SENP8 block-1 2 and SENP8 block-2 11.
For Cc1ccc(OC(=O)c2sc3ncn(C)c(=O)c3c2C)cc1 the results were HKDC1 inh 2, SENP1 inh 2, MIN6 prolif -1, SENP7 inh 6, PfG6PD inh 3, UBC13 inh -7, SENP6 block 18, SENP8 block-1 -5 and SENP8 block-2 -1.
Screening CNS(=O)(=O)c1cccc(C(=O)OCC(=O)N2CCc3ccccc3C2)c1 returned HKDC1 inh -3, SENP1 inh 1, MIN6 prolif 1, SENP7 inh -3, PfG6PD inh -21, UBC13 inh 5, SENP6 block 8, SENP8 block-1 -3 and SENP8 block-2 17.
Screening CCN(CC)C(=O)CSc1nc2ccc(NC(=O)CSc3nnc(N)s3)cc2s1 returned HKDC1 inh 0, SENP1 inh -5, MIN6 prolif -4, SENP7 inh -2, PfG6PD inh 12, UBC13 inh -14, SENP6 block -12, SENP8 block-1 -7 and SENP8 block-2 -16.
`CC(C)C(C)(C#N)NC(=O)COC(=O)C1CCN(S(=O)(=O)c2ccc3c(c2)OCCO3)CC1` (stereo not drawn) gave HKDC1 inh 5, SENP1 inh 0, PfG6PD inh 4 and SENP8 block-2 9.
`Cc1nc2ccc(C(=O)N/N=C/c3ccc(O)cc3)cc2[nH]1` gave HKDC1 inh -1, SENP1 inh -3, MIN6 prolif 0, SENP7 inh 0, PfG6PD inh 9, UBC13 inh 0, SENP6 block -7, SENP8 block-1 -4 and SENP8 block-2 -30.
For Cc1cc(S(=O)(=O)N(Cc2ccccc2F)C2CC2)ccc1-n1cnnn1 the results were HKDC1 inh 4, SENP1 inh 0, MIN6 prolif 0, SENP7 inh 7, PfG6PD inh -8, UBC13 inh 3, SENP6 block -21, SENP8 block-1 1 and SENP8 block-2 7.
`CC(O/N=C/c1ccc(OC(F)F)cc1)C(=O)Nc1cccc(S(=O)(=O)N2CCOCC2)c1` (stereo not drawn) gave HKDC1 inh -6, SENP1 inh -2, MIN6 prolif 2, SENP7 inh 0, PfG6PD inh 18, UBC13 inh -6, SENP6 block 18, SENP8 block-1 -4 and SENP8 block-2 -4.
For Nc1cc(C(Cl)=C(Cl)Cl)c(S(N)(=O)=O)cc1S(N)(=O)=O the results were HKDC1 inh -1, SENP1 inh 0, MIN6 prolif -5, SENP7 inh 1, PfG6PD inh -6, UBC13 inh 4, SENP6 block -4, SENP8 block-1 -2 and SENP8 block-2 9.
CCOc1ccc(S(=O)(=O)N2CCOCC2)cc1NC(=O)CN1C(=O)NC(CC)(c2ccccc2)C1=O (stereo not drawn) was read as HKDC1 inh 2, SENP1 inh 1, MIN6 prolif 0, SENP7 inh -11, PfG6PD inh -4, UBC13 inh 8, SENP6 block -12, SENP8 block-1 -4 and SENP8 block-2 3.
Screening COc1ccccc1NS(=O)(=O)c1ccc(C(=O)N2CC(C)OC(C)C2)cc1 (stereo not drawn) returned HKDC1 inh -6, SENP1 inh 0, MIN6 prolif 2, SENP7 inh 3, PfG6PD inh -5, UBC13 inh 2, SENP6 block 3, SENP8 block-1 6 and SENP8 block-2 19.
CCOC(=O)CC(NC(=O)c1cc2ccccc2oc1=O)c1cccc([N+](=O)[O-])c1 (stereo not drawn) was read as HKDC1 inh -16, SENP1 inh -2, MIN6 prolif 2, SENP7 inh 4, PfG6PD inh 7, UBC13 inh -1, SENP6 block -2, SENP8 block-1 0 and SENP8 block-2 -95.
Screening CCN1C(=O)[C@H]2[C@@H](c3ccc(-c4cc(C(C)=O)cs4)cc3)N[C@@](Cc3ccccc3)(C(=O)OC)[C@H]2C1=O returned HKDC1 inh -5, SENP1 inh -1, MIN6 prolif -1, SENP7 inh -3, PfG6PD inh -1, UBC13 inh 15, SENP6 block 4, SENP8 block-1 5 and SENP8 block-2 -267.
